# CSM14.1 death rescue: rescue of cells from ER stress-induced death, primary screen, 384-well, CSM14.1, thapsigargin, ATP luminescence (AID 1222). one-dose cellular ATP content (survival), % at 20 µM; EC50 in µM for titrated hits. CSM14.1 thapsigargin-induced death rescue, ATP luminescence; higher % means a stronger effect. 190,000 tested, under 10 active;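 active means EC50 below 50 µM in the dose-response confirmation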;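 further: death triggered by thapsigargin at about 15 µM added after 2 h compound pretreatment; cell ATP read after overnight thapsigargin exposure of roughly 18 to 22 hours; normalized against plate controls of thapsigargin alone and 5% DMSO vehicle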
# NTR1 ag: agonists of NTR1, primary screen, imaging, U2OS cells, beta-arrestin-GFP, high content (AID 493036) | activation, % at 20 µM | 330,000 tested, 0.17% active | Neurotensin receptor type 1 (Homo sapiens), P30989 | NTR1-U2OS beta-arrestin-GFP spot imaging, agonist mode;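 active means activation at or above 40% of the spot to cytoplasm intensity ratio, with at least 20 cells analyzed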;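 further: 0% = DMSO without peptide and 100% = 100 nM NTR1 peptide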
# Target sequence (P30989 whole entry, looked up): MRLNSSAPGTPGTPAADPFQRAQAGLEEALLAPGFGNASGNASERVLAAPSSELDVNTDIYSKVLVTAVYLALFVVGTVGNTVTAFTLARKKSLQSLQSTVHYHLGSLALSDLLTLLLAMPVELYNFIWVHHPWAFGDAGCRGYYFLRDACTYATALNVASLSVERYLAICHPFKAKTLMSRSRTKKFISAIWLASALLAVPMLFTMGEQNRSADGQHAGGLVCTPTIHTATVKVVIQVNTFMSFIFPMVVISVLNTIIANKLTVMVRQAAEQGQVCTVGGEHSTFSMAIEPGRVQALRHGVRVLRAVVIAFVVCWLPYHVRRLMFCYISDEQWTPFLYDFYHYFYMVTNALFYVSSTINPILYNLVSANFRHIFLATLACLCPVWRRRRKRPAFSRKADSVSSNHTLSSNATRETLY
# NOD2 inhibition: NOD2 signaling inhibitors, cell-based, luminescence, uHTS, HEK293 (AID 1566) | 290,000 tested, 0.63% active | one-dose inhibition, % at 4 µM; EC50 in µM for titrated hits | HEK293 NOD2/NF-kB luciferase reporter, luminescence; higher % means a stronger effect; further: many of its hits are not listed in these tables
# GPR55 activation: GPR55 agonists via beta-arrestin recruitment, primary screen, imaging, U2OS cells, beta-arrestin-GFP redistribution (AID 1961). G-protein coupled receptor 55 (Homo sapiens). U2OS GPR55 beta-arrestin-GFP redistribution imaging; higher % means a stronger effect. activation, % at 10 µM; hits with a dose series show EC50 in µM. 290,000 tested, 0.048% active;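 active means activation above 40% with more than 50 cells counted in the well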;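 further: U2OS osteosarcoma cells stably expressing GPR55 and beta-arrestin-GFP; plate controls were DMSO negative control for no effect and LPI positive control for full effect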
# Yfh1-off respiration: enhancers of respiration in Yfh1-depleted yeast, dose response, Friedreich's ataxia, plus single-dose screen (AID 1465). S. cerevisiae Yfh1-off respiration, WST-1 reduction, 72 h; higher fold induction means a stronger effect. fold induction at 50 µM; hits with a dose series show EC50 in µM. 220,000 tested, 0.074% active;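 active means fold induction of absorbance versus untreated yeast above a set limit, then at least 30% activation at any dose in follow-up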;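 further: activators that raise dye reduction in frataxin-depleted yeast; strong numbers were not always called active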
# TNAP activation fold: human TNAP enzyme activators, primary screen, biochemical, luminescent, no phosphate acceptor, uHTS (AID 1001) | purified TNAP, luminescent activation assay, no phosphate acceptor; higher activation fold means a stronger effect | activation fold at 20 µM; hits with a dose series show EC50 in µM | 200,000 tested, 0.03% active; in the data active means activation fold from about 3, or a potency from the dose series; inactive means the rest, 99 in 100 with activation fold below about 1.6; further: many of its hits are not listed in these tables
# KOR beta-arrestin-1: KOR agonists, beta-arrestin recruitment, primary screen, cell-based, luminescence, uHTS (AID 1777). Kappa-type opioid receptor (Homo sapiens). KOR beta-arrestin recruitment, luminescence; higher % means a stronger effect. one-dose activation, % at 10 µM; EC50 in µM for titrated hits. 280,000 tested, 0.02% active; in the data active means activation above about 50%, passing the limit was not always enough; further: a part of the inactive calls stands beside numbers as strong as those of hits
# KOR beta-arrestin-2: KOR antagonists, beta-arrestin recruitment, cell-based, luminescence, uHTS (AID 1778) | one-dose inhibition, % at 10 µM; IC50 in µM for titrated hits | KOR beta-arrestin recruitment, luminescence, antagonist mode; higher % means a stronger effect | 290,000 tested, 0.091% active | Kappa-type opioid receptor (Homo sapiens); further: strong numbers were not always called active
# NOD1 inhibition: NOD1 signaling inhibitors, primary screen, cell-based, luminescence, uHTS (AID 1578); NOD1-driven NF-kB luciferase reporter cells, luminescence; higher % means a stronger effect; inhibition, % at 4 µM, or EC50 in µM where a hit was titrated; 290,000 tested, 1% active; in the data active means inhibition mostly above about 36%, no sharp cut-off; inactive means mostly below about 34%;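 further: HEK-293T reporter cells stimulated with the NOD1 agonist gamma-tri-DAP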
# NTR1 ag cell count 20 µM: second read-out of NTR1 ag, no call of its own (marks repeat the call); cell count; measured here: cell count, cytotoxicity flag
# Starred values were filed as active, the others as inactive; i = inactive; . = not tested or not shown; [ ] = dose if it differs, or a comment. Unless noted, no stated cut-off is given here; in the data, active means inhibition above about 50%; inactive means the rest. A portion of the library; rates above refer to the full screens.
SMILES,CSM14.1 death rescue,NTR1 ag,NTR1 ag cell count 20 µM,NOD2 inhibition,GPR55 activation,Yfh1-off respiration,TNAP activation fold,KOR beta-arrestin-1,KOR beta-arrestin-2,NOD1 inhibition
Cc1ccc(Cn2nnc3c(=O)[nH]c(C4CCN(S(=O)(=O)c5cc(C)ccc5C)CC4)nc32)cc1,-7.0%,14,45,21%,-0.1%,i,1,-1.1%,14%,10%
Cc1ccccc1NC(=O)CSc1nn2c(=O)c(C)nnc2s1,0.7%,-0.6,60,-25%,-0.2%,i,1.2,-1.8%,8%,-47%
CS(=O)(=O)Nc1ccc(C(=O)Nc2ccc(S(=O)(=O)N3CCCC3)cc2)cc1,-0.9%,-0.2,51,4%,0.4%,i,1,2.4%,-4%,-38%
COc1ccc(OC)c(/C=N/NC(=O)CCc2ccc(O)c(O)c2)c1,-0.1%,-0.8,48,11%,-0.3%,i,0.4,3.3%,-26%,34%
O=C(Nc1ccc(S(=O)(=O)N2CCc3ccccc32)cc1)c1ccco1,-0.8%,2.4,40,7%,-0.1%,i,1.1,3.4%,-25%,13%
Cn1cc(CN2CCN(c3cnccn3)CC2)c(-c2cccc(Cl)c2)n1,0.7%,1.1,67,8%,-0.3%,i,1.1,0.0%,-24%,-19%
CCCCN(C(=O)COc1ccc(C)cc1OC)c1c(N)n(CCC)c(=O)[nH]c1=O,.,-1.2,46,7%,-0.1%,i,.,1.0%,17%,10%
CCOCCOC(=O)c1[nH]c2c(c1C)C(=O)CC(c1ccccc1)C2 (configuration not stated),.,4.1,93,0%,0.0%,.,.,-1.1%,-78%,-4%
COc1ccc(-c2nnc3c4ccccc4c(C)nn23)cc1,-2.4%,5.8,88,12%,0.1%,i,1.2,0.6%,4%,-32%
Cn1c(N)c(C(=O)COC(=O)CCCc2nc3ccccc3s2)c(=O)n(C)c1=O,3.9%,3.1,43,-6%,0.2%,i,1,3.3%,-5%,-14%
COc1cccc(NC(=O)CN2CCN(c3ccccc3F)CC2)c1,-1.0%,0.0,67,4%,-0.3%,i,1.1,-3.2%,27%,-1%
CC(C)(C)C(=O)NC(=S)N1CCOCC1,-0.1%,2.1,68,5%,0.0%,i,1.2,-2.4%,.,-32%
Cc1ncc(CC(=O)n2cc(C(=O)c3cc(Cl)ccc3O)cn2)s1,-2.0%,0.4,56,18%,-0.2%,i,1.2,-1.4%,1%,52%
Cc1cc(NC(=O)COC(=O)[C@@H](NS(=O)(=O)c2ccc(Br)cc2)C(C)C)no1,.,0.1,75,-7%,-0.1%,i,.,0.4%,15%,-13%
CCCS(=O)(=O)N1CCN(c2cc3c(cc2[N+](=O)[O-])n(C)c(=O)n3C)CC1,-6.0%,1.4,93,5%,-0.1%,i,0.9,11%,-52%,-10%
COc1ccc(C(CC(=O)O)NC(=O)c2ccccc2)cc1OC (configuration not stated),-1.4%,-0.7,49,13%,0.6%,i,1.1,3.1%,-26%,-8%
O=C(Nc1ccccc1)NC(Cc1ccc(O)cc1)C(=O)O (configuration not stated),1.1%,2.8,45,-1%,-0.2%,i,1.3,-5.5%,-9%,-29%
O=C(O)/C=C/C(=O)NC1CCC(CC2CCC(NC(=O)/C=C/C(=O)O)CC2)CC1 (configuration not stated),-1.5%,-0.6,75,3%,-0.2%,i,1,2.0%,-17%[20 µM],-36%
O=C(Nc1cc(C(F)(F)F)ccc1N1CCOCC1)c1ccccc1,-1.4%,1.9,82,-21%,-0.2%,i,1,5.4%,-45%,-10%
COc1ccc(OC)c(N2C(=NC(=O)C3CCCCC3)SC3CS(=O)(=O)CC32)c1 (configuration not stated),.,0.3,61,8%,0.9%,.,.,9.4%,-3%,-26%
COc1cc(NC(=O)CSc2ncnc3sc4c(c23)CCCC4)c(C(=O)O)cc1OC,.,-1.2,49,-2%,0.3%,.,.,-1.8%,-8%,-15%
CN(C)NC(=O)c1ccsc1NC(=O)c1ccc(S(=O)(=O)N(C)C)cc1,-1.7%,3.2,98,18%,-0.1%,i,1,0.9%,-12%,-4%
CCCCCn1ccc(=O)c2c(C(F)(F)F)nccc21,-1.3%,-1.8,79,32%,-0.4%,i,1.1,-1.8%,25%,27%
COc1ccc(S(=O)(=O)N2CCC(C)CC2)cc1OC,.,1.1,47,12%,0.5%,.,.,-1.1%,-54%[20 µM],-24%
O=C(N/N=C/c1cccc(OCc2ccccc2)c1)c1ccc(Br)o1,.,2.3,53,-174%,-0.1%,.,.,10%,-26%,-8%
# The results go on:
SMILES,CSM14.1 death rescue,NTR1 ag,NTR1 ag cell count 20 µM,NOD2 inhibition,GPR55 activation,Yfh1-off respiration,TNAP activation fold,KOR beta-arrestin-1,KOR beta-arrestin-2,NOD1 inhibition
Cc1[nH]n(-c2ccccc2)c(=O)c1C(c1ccccc1[N+](=O)[O-])C(C#N)C#N (configuration not stated),.,2.0,107,10%,0.0%,.,.,-1.9%,24%,2%
Cn1c(Cn2c(=O)sc3ccccc32)nnc1SCC(=O)NCc1ccccc1Cl,-2.5%,4.5,52,-2%,0.4%,.,1,14%,6%,12%
COc1cc(OC)c(C(=O)N/N=C/c2ccoc2)cc1OC,.,2.7,47,-3%,0.3%,.,.,3.6%,-26%,3%
O=C(COC(=O)c1cc2c(s1)CCC2)Nc1ccc(F)cc1,-0.9%,1.5,90,-2%,-0.1%,i,1.1,-1.7%,-32%,-36%
O=C(CS(=O)(=O)c1cn(CC(=O)N2CCOCC2)c2ccccc12)NCc1ccccc1,.,0.0,80,-8%,-0.1%,.,.,-1.2%,22%,-18%
COc1ccc(CNC(=O)NC2CCCCC2)cc1,-1.0%,-0.8,50,-31%,-0.1%,i,1.1,0.6%,-11%,-59%
CC1CCC(NC(=O)CN(C)S(=O)(=O)c2cnc[nH]2)CC1 (configuration not stated),-14%,0.5,40,6%,-0.3%,i,1,0.8%,-6%,-33%
O=C(Cc1ccc(Cl)cc1)Nc1ccc(N2CCCC2)cc1,9.0%,1.4,43,-12%,-0.1%,i,1.1,-7.2%,-7%,17%
Cc1ccc(C)c2[nH]c(=O)c(CN(CC3CCCO3)C(=S)NCc3ccco3)cc12 (configuration not stated),.,8.8,45,7%,0.6%,i,.,5.3%,8%,-2%
O=C(NNC(=S)Nc1ccc(F)c(Cl)c1)C1CC1,-0.1%,-0.3,59,10%,-0.1%,i,2.3,-3.9%,-8%,-22%
O=C(CN1C(=O)/C(=C/c2ccccc2)SC1=S)NC1CCS(=O)(=O)C1 (configuration not stated),.,0.3,59,4%,-0.2%,.,.,-6.6%,-13%,-12%
O=C(Cn1c(NCCCO)nc2ccccc21)c1ccc(Cl)cc1,.,-0.8,65,4%,-0.2%,.,.,3.0%,-13%[20 µM],-42%
CCc1ccc(CN(C)C(=O)CCc2nnc(-c3ccc(-c4ccccc4)cc3)o2)nc1,-2.8%,2.2,70,15%,-0.3%,i,1,-1.3%,-10%,-8%
CCOC(=O)C1(CCOc2ccccc2)CCN(Cc2ccc(C)o2)CC1,-1.7%,6.3,42,13%,-0.1%,i,1,.,0%[20 µM],26%
COc1ccc2ccc(Oc3ncccn3)cc2c1,0.4%,-1.2,48,-23%,-0.1%,.,1,0.2%,-19%,-45%
CCc1ccc(-c2nc(-c3ccncc3)no2)cc1,0.6%,3.0,57,-107%,-0.2%,i,1,-5.4%,-4%,2%
O=C(Nc1nnc(-c2cccs2)o1)C1CC1,-3.0%,2.1,55,-4%,-0.1%,.,1,-0.2%,-5%,-9%
Cc1[nH]c2ccc(C(=O)NCCN3CCCCCC3)cc2c1C,.,0.7,26,-15%,0.9%,.,.,-0.9%,-12%,-2%
Cc1nn(-c2ccccc2)c(Cl)c1/C=C1/C(=N)N2N=C(C(C)C)SC2=NC1=O,-0.6%,8.1,53,2%,0.1%,i,1,-2.6%,10%,-17%
Cc1c(NC(=O)c2cccs2)c(=O)n(-c2ccccc2)n1C,0.7%,-0.5,51,1%,0.1%,i,1.1,1.8%,-11%[20 µM],-28%
c1ccc(Cn2c(NCc3ccncc3)nc3ccccc32)cc1,2.0%,-1.8,31,6%,0.1%,i,1.1,.,-48%[20 µM],-26%
Cn1cc(CC(=O)NCc2ccc(F)cc2)c2ccccc21,.,-1.2,39,-104%,-0.2%,.,.,-5.0%,33%,-14%
CC(C)OC(=O)c1cc2c(ccn2-c2ccc(F)cc2)n1CC(=O)N1CCN(C(=O)c2ccco2)CC1,.,3.4,67,12%,-0.1%,i,.,1.5%,-22%,1%
Cc1ccc(C2(c3noc(CN4CCOCC4)n3)CCCC2)cc1,-0.5%,-1.6,51,5%,0.1%,i,1.1,3.5%,-31%,-51%
COc1ccc(Br)cc1S(=O)(=O)N1CCCC1,1.9%,1.4,58,8%,-0.5%,i,1,-3.3%,11%,-29%
# Following part.
SMILES,CSM14.1 death rescue,NTR1 ag,NTR1 ag cell count 20 µM,NOD2 inhibition,GPR55 activation,Yfh1-off respiration,TNAP activation fold,KOR beta-arrestin-1,KOR beta-arrestin-2,NOD1 inhibition
Cn1ccsc1=NC(=O)c1ccc(CS(C)(=O)=O)cc1,.,-0.5,50,6%,-0.1%,.,.,-3.5%,6%,15%
Cc1nn(CC(=O)Nc2ccccn2)c(C)c1[N+](=O)[O-],-2.2%,0.6,59,10%,-0.2%,i,1.1,2.8%,-20%,.
CSc1nnc(-c2ccc(O)cc2)n1C,-1.3%,-0.4,50,7%,0.3%,i,1.1,5.4%,0%,3%
COCCN(C(=O)c1ccco1)c1nnc(-c2ccc(OC)c(OC)c2)s1,-0.9%,-0.1,41,12%,0.4%,i,1.1,-5.3%,-8%,-4%
CN(CC(=O)OCC(=O)NC(=O)c1cccn1C)S(=O)(=O)c1ccc(Cl)cc1,7.5%,2.0,45,16%,-0.1%,i,1.1,-2.3%,-14%,-24%
OC(CN1CCN(c2cccc(Cl)c2)CC1)c1ccccc1 (configuration not stated),.,-1.2,94,-19%,0.0%,.,.,-1.2%,-2%,-7%
CC(C)(CNC(=O)c1ccc(NS(=O)(=O)c2ccc(F)cc2)cc1)N1CCOCC1,.,0.2,51,17%,0.3%,.,.,8.8%,-29%,0%
S=C(Nc1ccccc1)N(Cc1ccccc1)Cc1ccncc1,2.5%,0.1,48,5%,-0.1%,i,1.1,1.7%,-49%[20 µM],-13%
COc1ccc(CN(C(=O)c2ccccc2Br)C2CCS(=O)(=O)C2)cc1 (configuration not stated),.,-1.2,63,11%,1.0%,.,.,-0.3%,14%[20 µM],11%
CCN1C(c2ccccc2)=C(c2ccccc2)S/C1=C/C=C1\SC(=S)N(C)C1=O,-5.9%,.,.,3%,0.3%,.,0.7,1.6%,-18%,23%

# Source: PubChem (several laboratories)
